Screens as filed in PubChem.
PfGluPho inh: PfG6PD (Plasmodium falciparum) enzyme inhibition; PfGluPho enzyme, NADPH resazurin-diaphorase fluorescence; inhibition, % at 20 µM; 350,000 compounds, 0.78% hits;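 active means inhibition reaching at least a set limit at 20 µM in the primary screen, cut at about 59% in these data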;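 further: 0% = DMSO wells with substrate and 100% = DMSO wells lacking glucose-6-phosphate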
mIAP activ: mouse IAP activation | 330,000 compounds, 0.24% hits | muIAP, CDP-Star luminescence, 30 min; active compounds read high; 1 = vehicle-only enzyme signal, 0 = enzyme-free wells | activation factor at 10 µM | AID 2805;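 active means activation factor of at least 2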; further: the source names both 10 and 20 µM as test concentration; values of inactives mirror those of a sister screen read the other way
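System: Mouse IAP enzyme | Also added: CDP-Star substrate | Dosing: Compounds dispensed in DMSO | Schedule: 30 min enzyme-substrate-compound incubation at room temperature | Technique: Chemiluminescence readout | Control set: DMSO-only wells and no-enzyme negative control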
hIAP act: human IAP activation; AID 2524; 330,000 compounds, 0.16% hits; purified human IAP, CDP-Star luminescence, 30 min; active compounds read high; 1 = vehicle-only enzyme, 0 = enzyme-free background; activation factor at 10 µM;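 active means activation factor of the enzyme at least 2-fold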; further: the source names both 10 and 20 µM as test concentration; values of inactives mirror those of a sister screen read the other way
Target sequence (P09923 whole entry, looked up): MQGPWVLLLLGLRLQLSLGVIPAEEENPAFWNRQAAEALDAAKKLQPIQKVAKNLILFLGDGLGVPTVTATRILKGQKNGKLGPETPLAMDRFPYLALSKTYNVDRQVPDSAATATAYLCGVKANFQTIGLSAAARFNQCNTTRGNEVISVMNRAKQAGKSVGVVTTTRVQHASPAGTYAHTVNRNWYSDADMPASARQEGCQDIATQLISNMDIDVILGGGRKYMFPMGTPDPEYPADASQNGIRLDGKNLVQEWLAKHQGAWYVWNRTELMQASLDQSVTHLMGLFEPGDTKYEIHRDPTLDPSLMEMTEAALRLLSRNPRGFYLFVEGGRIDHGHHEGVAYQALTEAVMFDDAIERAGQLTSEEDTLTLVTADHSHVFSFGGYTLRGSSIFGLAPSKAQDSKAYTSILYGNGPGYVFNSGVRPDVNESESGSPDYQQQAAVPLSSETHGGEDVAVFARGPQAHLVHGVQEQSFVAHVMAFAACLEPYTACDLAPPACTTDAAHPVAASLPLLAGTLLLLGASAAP
hIAP inh: blocks human intestinal alkaline phosphatase. AID 2544. inhibition, % at 10 µM. 330,000 compounds, 0.12% hits. purified IAP, CDP-Star luminescence, 30 min;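 active means inhibition reaching a set limit with compound at 10 µM in the primary screen, cut at about 35% in these data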;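 further: plate controls were DMSO wells with enzyme for no effect and no-enzyme buffer wells for full effect; values of inactives mirror those of a sister screen read the other way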
A3A deaminase: human APOBEC3A DNA deaminase inhibition; recombinant A3A, FAM/TAMRA ssDNA deamination fluorescence; inhibition, % at 20 µM; 330,000 compounds, 0.41% hits;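 active means at least 40% inhibition at 20 µM here, with at most 30% in a related deaminase screen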;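 further: plate controls were A3A with DMSO for no effect and wells lacking A3A enzyme for full effect; some results filed as inactive read as strong as hits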
HKDC1 inhibitor: HKDC1 (human) hexokinase inhibition; Q2TB90; recombinant HKDC1, G6PDH/diaphorase resazurin coupled fluorescence; inhibition, % at 20 µM; 340,000 compounds, 0.16% hits;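 active means inhibition above about 35% when tested at 20 µM, limit read from the data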;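 further: plate controls were DMSO wells with enzyme for no effect and DMSO wells lacking enzyme for full effect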
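Assay system: in-house recombinant HK5 (HKDC1) enzyme. Input: HKDC1 at 5 µg/mL. Medium: Tris pH 8.0 buffer with MgCl2, Tween-20, BSA, BME. Dosing: single 20 µM dose. Schedule: 90 min reaction incubation at room temperature, dark. Signal: resazurin-to-resorufin fluorescence via G6PDH and diaphorase coupling, 525/613 nm. Controls: DMSO-enzyme wells negative, buffer-substituted wells positive.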
mIAP block: mouse IAP inhibition | purified mouse IAP, CDP-Star luminescence, 30 min | inhibition, % at 10 µM | 330,000 compounds, 0.2% hits | AID 2806;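 active means inhibition of at least 40% at 10 µM in the primary screen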;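 further: plate controls were DMSO with enzyme for no effect and no enzyme wells for full effect; values of inactives mirror those of a sister screen read the other way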
ATG4B inhibitor: inhibitors of human ATG4B cysteine protease; 340,000 compounds, 0.51% hits; inhibition, % at 8.33 µM; Q9Y4P1; ATG4B cleavage of LC3-PLA2, NBD-HPC fluorescence, 1 h; in the data active means inhibition above about 40%
Target sequence (Q9Y4P1 whole entry, looked up): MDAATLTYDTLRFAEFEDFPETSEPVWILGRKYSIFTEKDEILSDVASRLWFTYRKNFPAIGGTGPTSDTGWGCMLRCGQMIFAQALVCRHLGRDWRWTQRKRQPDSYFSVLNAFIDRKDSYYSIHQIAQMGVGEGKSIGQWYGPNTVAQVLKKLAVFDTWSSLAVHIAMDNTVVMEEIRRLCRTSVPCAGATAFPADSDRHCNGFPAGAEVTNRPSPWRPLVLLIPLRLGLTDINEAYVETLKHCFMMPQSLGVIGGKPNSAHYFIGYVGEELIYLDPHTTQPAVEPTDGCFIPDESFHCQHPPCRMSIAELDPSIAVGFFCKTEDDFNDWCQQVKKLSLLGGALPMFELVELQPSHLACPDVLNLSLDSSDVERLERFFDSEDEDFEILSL
Active calls of the source: *; . = no result given; & = joins results of further samples.

SMILES	PfGluPho inh	mIAP activ	hIAP act	hIAP inh	A3A deaminase	HKDC1 inhibitor	mIAP block	ATG4B inhibitor
COc1ccc(Cl)cc1C(=O)C1CCCN(Cc2cnc(C)s2)C1 (centres undefined)	-3	0.89	1	0	-5	-2	11	1
CCOC(=O)c1ccc(NC(=O)C2C3C=CC(O3)C2C(=O)O)cc1 (centres undefined)	.	0.98	1	-3	0	.	2	.
Cc1cc(=O)oc2cc(OCC(=O)N3CCN(C(C)c4ccccc4)CC3)c(Cl)cc12 (centres undefined)	22	1	1	-2	-2	-1	-3	-14
Nc1c(C(=O)NCCN2CCOCC2)c2nc3ccccc3nc2n1Cc1ccco1	25	0.85	1.1	-13	6	6	15	-3
O=C(COC(=O)Cc1ccccc1)Nc1ccc(SC(F)F)cc1	13	1	0.94	6	-5	-3	-1	-1
Brc1ccc2c(c1)C(OC1CN3CCC1CC3)c1ccccc1CS2 (centres undefined)	21	1.1	0.98	2	-1	9	-7	9
COc1ccc(-c2cc(C(F)(F)F)n3nc(C(=O)N4CCC5(CC4)OCCO5)cc3n2)cc1OC	9	1.1	1.1	-6	0	-6	-8	1
O=c1[nH]c(O)c(N=Nc2ccc([N+](=O)[O-])cc2)c(=O)[nH]1	2	0.98	0.88	12	3	4	2	0
COc1cccc(C2(O)CCSCC2CN(C)C)c1 (centres undefined)	-5	1.1	1	0	-3	-9	-13	-7
C[C@]12CC[C@H]3[C@@H](CCC4=CC(=O)CC[C@@]43O)[C@@H]1CCC2=O	-7	0.95	1	-1	-4	-4	5	6
CC1(C)CC(=O)C2=C(C1)NC(=O)C21C(C(=O)OC(C)(C)C)=C(N)Oc2ccc(Br)cc21 (centres undefined)	-3	0.96	0.98	2	4	6	4	-8
CC(=O)NCC(=O)Nc1ccc(Br)cc1C(=O)c1ccccc1	5	1	1.3	-33	4	-4	-4	1

Exported field by field: entries from further up
Structure: O=c1[nH]c(O)c(N=Nc2ccc([N+](=O)[O-])cc2)c(=O)[nH]1
  PfGluPho inh: 2
  mIAP activ: 0.98
  hIAP act: 0.88
  hIAP inh: 12
  A3A deaminase: 3
  HKDC1 inhibitor: 4
  mIAP block: 2
  ATG4B inhibitor: 0

Structure: O=C(COC(=O)Cc1ccccc1)Nc1ccc(SC(F)F)cc1
  PfGluPho inh: 13
  mIAP activ: 1
  hIAP act: 0.94
  hIAP inh: 6
  A3A deaminase: -5
  HKDC1 inhibitor: -3
  mIAP block: -1
  ATG4B inhibitor: -1

Structure: COc1cccc(C2(O)CCSCC2CN(C)C)c1 (centres undefined)
  PfGluPho inh: -5
  mIAP activ: 1.1
  hIAP act: 1
  hIAP inh: 0
  A3A deaminase: -3
  HKDC1 inhibitor: -9
  mIAP block: -13
  ATG4B inhibitor: -7

Structure: Brc1ccc2c(c1)C(OC1CN3CCC1CC3)c1ccccc1CS2 (centres undefined)
  PfGluPho inh: 21
  mIAP activ: 1.1
  hIAP act: 0.98
  hIAP inh: 2
  A3A deaminase: -1
  HKDC1 inhibitor: 9
  mIAP block: -7
  ATG4B inhibitor: 9

Additional compounds
SMILES	PfGluPho inh	mIAP activ	hIAP act	hIAP inh	A3A deaminase	HKDC1 inhibitor	mIAP block	ATG4B inhibitor
Nc1cc2nc3ccccc3nc2cc1N	39	0.8	0.92	8	18	20	20	-2
Cc1cc(NC(=O)CCl)no1	4	1	0.91	9	-3	-2	0	-5
CC[N+](CC)(CC)CC	-2	0.98	0.78	22	-2	-6	2	6
CCCOC(=O)Nc1ccc([As](=O)(O)O)cc1NC(=O)OCCC	-13	1	1.1	-14	-4	-1	-1	3
c1ccc2c(c1)Sc1ccccc1N2CC1CN2CCC1CC2 (centres undefined)	10	0.92	0.88	12	-4	2	8	0
C/C(=C/C=C/[C@@H](C)C(=O)O)[C@H]1CN[C@H](C(=O)O)[C@H]1CC(=O)O	1	0.96	0.95	5	3	-1	4	8
N[C@@H](Cc1c[nH]c2ccccc12)c1nnc(SCc2c(F)cccc2Cl)o1	19	0.95	1.1	-9	-4	-7	5	23
O=[N+]([O-])c1cc(F)c(N2CCCC2)cc1Br	-6	0.88	0.86	14	-2	-8	12	-5
COC(=O)C1=C(c2cccc(C#N)c2)C[C@@H]2CC[C@H]1N2C(=O)N1CCc2cc(OC)c(OC)cc2C1	-7	0.97	1.1	-6	-4	-4	3	-11
CCC1(c2cccc(O)c2)CCCCN(C)C1 (centres undefined)	-19	1	0.94	6	-1	-3	-3	1
C[C@]12CC[C@H]3[C@@H](CCC4=CC(=O)CC[C@@]43C)[C@@H]1CC[C@@H]2O	-11&-10	0.92	0.96	4	-2	3&8	8	-13&4
COc1ccc(OC)c(CC(=O)O)c1	-4	0.98	0.97	3	0	-4	2	-2
C/C=C1/CN2[C@@H]3C4CO[C@@H]3c3c([nH]c5cc(OC)ccc35)[C@@H]2CC14 (some centres undefined)	2	1.1	1.3	-25	-3	-6	-11	-4
COc1ccccc1-n1c(O)c(C=NCCCn2ccnc2)c(=O)[nH]c1=O	-6	1.1	1.1	-9	5	-2	-7	-2
COc1ccccc1-n1c(O)c(/C=N/N2CCCCC2)c(=O)n(-c2ccccc2OC)c1=S	4	1.1	1	0	2	1	-6	-2
CSC1=NP(=S)(SC)N(C)c2nc3n(c21)CCC3 (centres undefined)	13	0.99	0.94	6	-2	-1	1	3
CCCN1CCC[C@H](c2cccc(O)c2)C1	-13	0.88	0.84	16	-2	-2	12	2
N#CC(CCN1CCOCC1)(c1ccccc1)c1ccccc1	4	0.95	1	0	-3	-8	4	5
O=[P+](Cc1ccccc1)Cc1ccccc1	-2	1	0.99	1	-5	-7	-2	4
Cc1nc2ccc(Cl)cn2c1P(=S)(N1CCOCC1)N1CCOCC1	10	1.1	1.1	-6	5	-12	-6	-5
CCN(CC(=O)Nc1ccc(C#N)c(Cl)c1)CC(=O)NC1CCS(=O)(=O)C1 (centres undefined)	-20	0.94	1.1	-5	-4	-3	6	-1
CCCC(=O)Nc1ccc(N2CCN(CC)CC2)c(Cl)c1	26	1.1	1.1	-6	-2	-2	-8	1
O=c1[nH]c(=O)n(-c2cccc(F)c2)c(O)c1/C=C1\C=Nc2ccccc21	21	0.91	0.79	22	-5	3	9	3
Cc1cc(OC(C)C(=O)NCc2cccnc2)c2c3c(c(=O)oc2c1)CCC3 (centres undefined)	-3	0.99	1.4	-36	-3	-1	1	-6
Cc1ccc2c(c1)C1CN(C)CCC1N2C(=S)Nc1cccnc1 (centres undefined)	-4	0.9	0.97	3	2	-22	10	-6
CN1C(=O)C(C2(C#N)CCCCC2)C(=O)N(C)C1=O	-1	0.97	0.87	13	-4	-14	3	-5
O=C1NC(=O)N(Cc2ccccc2Cl)C(=O)/C1=C/N1CCOCC1	-8	0.86	0.97	2	-3	23	14	-1
CC1=CC(=O)NP(=O)(Oc2ccc3ccccc3c2)N1 (centres undefined)	20	1	1.1	-7	2	-8	-5	-3
CN1C(=O)C(=Cc2ccc(OCC(=O)Nc3ccccc3)cc2)C(=O)N(C)C1=O	-5	1.1	1.2	-18	-4	2	-6	2
COC(=O)C1=C(c2cc3ccccc3s2)C[C@@H]2CC[C@H]1N2C(=O)NCc1cccc2ccccc12	14	0.99	0.81	19	-3	0	1	7
COC(=O)C1=C(c2ccc(F)cc2F)C[C@@H]2CC[C@H]1N2C(=O)N1CCC(O)(c2ccc(Cl)cc2)CC1	24	0.94	0.98	2	1	2	6	-9
CCOc1ccc(N=Cc2c(O)n(Cc3ccccc3)c(=S)[nH]c2=O)cc1	-3	0.9	0.96	4	-5	-4	10	-7
Cc1ccc(OCC(=O)N2CCN(Cc3ccc([N+](=O)[O-])cc3)CC2)cc1	-5	0.96	0.95	5	0	-10	4	-4
N#CCCn1cc(C(=O)Nc2ccc(F)cc2)c(-c2ccccc2)n1	-4	1.1	1.2	-21	-4	-6	-7	-5
CC1CCCN(C(=O)CN2C3CCC2CC(O)(c2ccc(F)cc2)C3)C1 (centres undefined)	1	0.97	1	-4	1	-8	3	-6
CC(=O)c1c(C)n(CC2CCCO2)c2ccc(O)cc12 (centres undefined)	-2	0.95	0.96	4	9	0	5	-2
O=C(CNC(=O)OCc1ccccc1)Nc1ccc(Br)cc1C(=O)c1ccccc1	8	1	1.1	-12	1	3	-2	-7
O=C(COc1ccc(Cl)cc1)N1CCN(C2CCCC2)CC1	14	1	0.92	8	-6	-1	-2	3
COC1=CC(=O)[C@]2(C=C1OC)OC[C@@H]1Oc3c(ccc4c3C=CC(C)(C)O4)C(=O)[C@@H]12	12	0.94	0.9	10	1	4	6	4
O=P(Nc1cccnc1)(Oc1ccccc1)Oc1ccccc1	0	0.96	1	-4	-3	-6	4	-2
Fc1ccc(CN2CCN(c3ccc(Cl)cc3)CC2)cc1	1	1	1.1	-6	-1	-6	-2	4
CCC(COC(=O)NC)NC(=O)Oc1cccc(C)c1 (centres undefined)	-24	1	1.2	-20	-5	0	-3	-2
COc1ccc(-n2c(-c3ccccc3[N+](=O)[O-])nc3ccccc3c2=O)cc1	-2	1.1	1	-2	0	3	-8	5
COCCn1c(-c2ccccc2)cc(C(=O)O)c1C	-10	0.96	1.1	-12	-5	2	4	-11
CC/C(=N\NC(=O)c1ccccc1)c1c(O)n(Cc2ccccc2)c(=O)[nH]c1=O	-19	0.89	0.97	3	-5	-7	11	-4
Cc1cc(NC(=O)COC(=O)c2c(C)nn(Cc3ccccc3Cl)c2C)no1	-22	0.98	1.1	-11	0	-5	2	-5
COc1ccc(CNCCc2c[nH]c3ccccc23)cc1OC	-23	1.1	1	-4	-2	5	-6	-5
CN(C)C(=O)Oc1ccc(OC(=O)c2ccccc2)cc1	19	1.1	0.8	20	-3	-7	-7	8
CCOC(=O)c1c(C)n(Cc2ccc(F)cc2)c2ccc(O)cc12	33	1	1	0	1	-5	-4	-11
Fc1ccc(C2=CCN(C(c3ccc(Cl)cc3)c3nnnn3Cc3ccccc3)CC2)cc1 (centres undefined)	15	1	1.1	-8	-4	0	-5	4
CCOC(=O)c1c(/N=C/c2c(O)n(-c3ccccc3F)c(=S)[nH]c2=O)sc2c1CCCC2	13	0.81	0.93	7	-5	2	19	5
C=CCc1cc(OC)c2c(c1)OCO2	0	0.94	0.86	14	0	-4	6	-10
C=C1C(=O)[C@@]23C[C@H]4[C@@H]5[C@@]6(C)CCC[C@@]57[C@@H]2[C@@H](O)[C@@H]1C[C@H]3[C@H]7N4C6	-4	0.95	1	0	-1	-4	5	0
CCc1ccc(NC(=O)CCNC(=O)N2C[C@H]3C[C@@H](C2)c2cccc(=O)n2C3)cc1	7	1.4	0.89	12	-3	-6	-37	-23
c1ccc2c(c1)OCC(C1=NCCN1)O2 (centres undefined)	-7	1	1.3	-25	-4	-7	-1	-2
C=Cn1ccnc1P(=S)(c1cc(N(CC)CC)ns1)c1nccn1C=C	-2	1.1	1.1	-13	-5	3	-14	-19
COC(=O)C1=C(c2cccc(OC)c2OC)C[C@@H]2CC[C@H]1N2C(=O)N1CCC(C)CC1	1	1	1	0	5	-3	0	-1
COc1ccc(C(=O)C2CCCN(Cc3ccsc3)C2)cc1OC (centres undefined)	6	1	1.2	-18	1	-5	-1	8
CCOP(=S)(OCC)SCOC(=O)NCC(=O)OC	-4	1.1	0.98	2	-7	-5	-7	-3
CCc1cccc2c(C#N)cn(CC(=O)N3CCOCC3)c12	-12	1.1	1.1	-13	0	-4	-10	2
Cc1nc2ccccc2c(=O)n1-c1ccc(C(=O)O)cc1	-9	1.1	1.3	-29	5	0	-7	-4

This is a subset; count on the stated rates, not on these rows.
